High-throughput results as filed in PubChem BioAssay.
CFTR F508del cor – CFTR F508del correction in bronchial cells; CFBE cells, YFP halide quenching; stimulated with forskolin plus potentiator P3; % fluorescence drop versus neutral controls; activity (quench increase), % at 7.58 µM; 350,000 tested, 0.36% active; AID 720511;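 active = mean added fluorescence quench of at least 8% versus neutral control, with both replicates also reaching 8%; inconclusive = only one of the mean or replicate conditions met; inactive = mean below 8% and not both replicates reaching 8%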;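 note: cells transiently co-express mutant CFTR-F508del with the halide-sensitive YFP; corrector assay measuring rescue of mutant channel to the surface after 24 h compound exposure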
GSIS activator – GLuc luminescence reporter in INS-1E cells, primary screen for activators of glucose-dependent secretion of insulin; activation, % at 16.6 µM; INS-1E GLuc reporter insulin secretion, 2-3 h; AID 743287; 370,000 tested, 0.61% active;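 active = lowest replicate activation of at least 40%, so every replicate reaches that level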;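 note: 0% = median of neutral control wells and 100% = median of IBMX positive control wells; some compounds called inactive have numbers as strong as hits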
DENV2 CPE rescue – DENV2-induced cell death inhibition | 350,000 tested, 1.7% active | AID 651640 | CPE inhibition, % at 9.99 µM | DENV2-infected cells, cytopathic effect rescue, plate reader; in the data active = CPE inhibition above about 20%, passing the limit was not always enough; inconclusive = no clear call, values can overlap the other calls; tested in BHK-21 cells;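 note: 0% = median of neutral control wells and 100% = median of positive control wells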
EWS-Fli block – blocks EWS/Fli oncoprotein-driven transcription. inhibition, % at 12.6 µM. 350,000 tested, 0.67% active. A673 NR0B1-luciferase reporter, viability-normalised;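 active = mean inhibition of at least 50% after viability correction, with every replicate also passing that limit; inconclusive = mean reaches 50% but only one of two replicates passes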;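 note: firefly luciferase signal divided by Alamar Blue viability fluorescence both relative to DMSO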
FN deposit inh – fibronectin deposition inhibition; AH1F fibroblasts, Alexa488-fibronectin deposition fluorescence, overnight; inhibition, % at 12.6 µM; 350,000 tested, 0.086% active;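 active = mean inhibition across replicates of 30% or more, regardless of how many single replicates reach that level; inconclusive = mean under 30% yet at least half of replicates reach 30%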;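 note: positive control wells lacked labelled fibronectin entirely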
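test system = AH1F fibroblasts assembling fluorescent fibronectin matrix | quantity = 10000 AH1F cells per well | buffer or medium = DMEM plus 2% serum, read in PBS | doses = single dose, pinned | incubation = 1 h cell attachment, overnight exposure to compound and label | detection = fluorescence at 485 nm excitation, 525 nm emission | read-out basis = inhibition from reduced deposited-fibronectin fluorescence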
PAX8 inh HTS – inhibitors of PAX8 transcriptional activity in RMG-I cells; RMG-I TPO-luciferase reporter, SteadyGlo, 24 h; inhibition, % at 12.6 µM; 360,000 tested, 1.2% active;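 active = mean replicate inhibition at least 60% with every replicate also reaching 60%; inconclusive = only one of the two criteria is met; inactive = mean below 60% and not all replicates reaching 60%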;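 note: luciferase light reporting Pax8 driven TPO promoter activity; plate controls were median of neutral control wells for no effect and mitoxantrone controls for full effect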
miR122 inh – inhibitors of miR-122 in Huh7 cells; activation (reporter increase), % at 12.5 µM; AID 602342; Huh7 miR-122 Renilla luciferase sensor, 48 h; neutral wells = 0, positive control = 100; 340,000 tested, 0.3% active;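 active = mean replicate activation score at least 90 and every replicate individually at or above 90; inconclusive = only one of the two criteria met; inactive = neither criterion met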;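 note: higher luciferase means less miR-122 activity so hits act as miR-122 inhibitors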
Active calls of the source: *; u = inconclusive; x = not tested or not shown; [ ] = dose if it differs, or a comment.

SMILES | CFTR F508del cor | GSIS activator | DENV2 CPE rescue | EWS-Fli block | FN deposit inh | PAX8 inh HTS | miR122 inh
COCC(=O)Nc1ccc2c(c1)C(=O)N(C)[C@H]1CC[C@@H](CC(=O)NCc3ccccc3Cl)O[C@@H]1CO2 | -1.3 | 0 | -5 | 3 | -42 | 59 | 21[16.7 µM]
Cc1ccc2nc(NC(=O)CNS(=O)(=O)c3ccc(Br)s3)sc2c1 | x | -6 | x | x | 4 | x | -1
Cc1ccc(C)c(NC(=S)N(Cc2cccc(Br)c2)CC2CCC(C(=O)O)CC2)c1 (stereo not given) | 3.0 | 0 | -3 | 13 | -3 | 7 | 5
CCN(CC(=O)Nc1c(F)cccc1F)C(=O)c1nc2nc(C)cc(C)n2n1 | 4.4 | 16 | 4 | 4 | -3 | x | x
O=C(CCS(=O)(=O)c1ccccc1Cl)Nc1ccc(S(=O)(=O)Nc2ncccn2)cc1 | -1.9 | 25 | 3 | 11 | -12 | 3 | -2
Cc1ccccc1N(CC(=O)NCc1ccc2c(c1)OCO2)C(=O)C1CSC(=O)C1 (stereo not given) | 3.3 | 6 | -7 | 17 | 3 | 2 | -7
COc1ccc(S(=O)(=O)Nc2ccc3c(c2)C(=O)N([C@@H](C)CO)C[C@@H](C)[C@H](CN(C)Cc2ccc(C(=O)O)cc2)OCCCC[C@H](C)O3)cc1 | -0.9 | 18 | 6 | -10 | x | 3 | 6[16.7 µM]
C[C@H]1CCCCO[C@H](CN(C)C(=O)NC2CCCCC2)[C@@H](C)CN([C@@H](C)CO)C(=O)c2cc(NC(=O)c3ccncc3)ccc2O1 | 3.1 | -20 | 4 | -4 | x | 8 | 4[16.7 µM]
Cn1c(=O)c2c(ncn2CC(=O)N2CCN(S(=O)(=O)c3ccccc3)CC2)n(C)c1=O | -1.3 | 8 | -6 | -3 | -2 | 24 | -3
COc1ccc(/C=C/C(=O)NC(=S)NNC(=O)[C@H]2C[C@@H]2c2ccccc2)cc1OC | 6.0 | 8 | -1 | x | -12 | 6 | -7
N#Cc1cccc(Nc2c3c(nc4ccccc24)CCCC3)c1 | 1.2 | 7 | -2 | 9 | 9 | 8 | 2
CC(=O)c1ccccc1OC(=O)c1ccc([N+](=O)[O-])o1 | 1.5 | -8 | -3 | 0 | 6 | 15 | 3
Cn1nc(C(C)(C)C)cc1C(=O)NNC(=O)c1ccccc1Cl | -1.5 | x | -2 | 14 | 4 | 10 | x
CC(=O)c1ccc(NC(=O)C2C3CCC(C3)C2C(=O)O)cc1 (stereo not given) | 1.5 | x | 0 | -26 | 4 | 2 | -2
COc1ccc(NC(=O)N(C)C[C@H]2OCCCC[C@@H](C)Oc3ccc(NS(=O)(=O)c4ccc(F)cc4)cc3C(=O)N([C@@H](C)CO)C[C@H]2C)cc1 | -1.5 | -26 | u | -6 | x | 3 | 6[16.7 µM]
CN(C(=O)COC(=O)CCCc1c[nH]c2ccccc12)c1c(N)n(Cc2ccccc2)c(=O)[nH]c1=O | -0.9 | -11 | 1 | 5 | -10 | 6 | x
O=C(O)CNC(=O)CC1S/C(=N/N=C2/NC(=O)CS2)NC1=O (stereo not given) | x | -3 | x | x | 0 | -13 | x
CCCN(C)C[C@H]1Oc2cc(C#Cc3cccc(F)c3)ccc2S(=O)(=O)N([C@H](C)CO)C[C@@H]1C | -3.9 | -12 | -3 | 11 | 4 | x | 14[16.7 µM]
CC1CCN(S(=O)(=O)c2ccc(NC(=O)CN3CCN(c4ccccc4)CC3)cc2)CC1 | -1.0 | -20 | -3 | 12 | x | x | 3
CC(=O)c1c(C)[nH]c(C(=O)Nc2ccc(S(=O)(=O)N(C)C)cc2)c1C | 0.0 | -3 | 2 | 5 | -4 | -2 | 0
COc1ccc(-c2cc3c(=O)n(CC(=O)NCc4ccccc4OC)ncn3n2)cc1 | 0.0 | x | -4 | 5 | 8 | -4 | -3
CCCCn1c(=O)[nH]c(=O)c2c1nc(-c1ccccn1)n2CC | 1.3 | 22 | 5 | 7 | 2 | 1 | -5
Cc1ccc(NC(=O)Cn2nnc(C(=O)NCc3cccs3)c2N)cc1F | -1.6 | -2 | -1 | -2 | 4 | -4 | 3
COCCCN(CC(=O)Nc1ccc(N2CCOCC2)cc1)S(=O)(=O)c1ccccc1 | -0.6 | 0 | -6 | -5 | 2 | -14 | -12
CCC(=O)N(C)C[C@@H]1Oc2cc(C#CC(C)(C)O)ccc2S(=O)(=O)N([C@@H](C)CO)C[C@H]1C | -0.6 | 12 | -9 | 0 | 3 | x | -4[16.7 µM]
(list continues)
SMILES | CFTR F508del cor | GSIS activator | DENV2 CPE rescue | EWS-Fli block | FN deposit inh | PAX8 inh HTS | miR122 inh
CNC[C@H]1Oc2ccc(NS(=O)(=O)c3cn(C)cn3)cc2CC(=O)N([C@@H](C)CO)C[C@@H]1C | -0.5 | 16 | -6 | -7 | 2 | -10 | -2[16.7 µM]
Cc1ccc2nc(SCC(=O)Nc3nnc(SCC(N)=O)s3)[nH]c2c1 | x | 14 | x | x | -4 | x | -1
Cc1ccc(NC(=O)c2ccco2)c(NC(=O)COc2ccccc2)c1 | -0.9 | 5 | 8 | -27 | -8 | 21 | 5
COc1ccc(C2=NN(CCC(=O)NCC3CCCO3)C(=O)CC2)cc1 (stereo not given) | -2.7 | 111 | -4 | x | -5 | -5 | -2
CCN1C(=O)c2cccc3c(S(=O)(=O)N(C(C)=O)c4ccc(OC(C)=O)cc4)ccc1c23 | 16* | -23 | -3 | 28 | 4 | 16 | 75
COC(=O)c1ccc(Cn2c(C)c(C(=O)NCc3ccco3)sc2=O)o1 | -3.6 | -5 | 10 | 7 | -2 | 10 | -4
COc1ccc(-c2cc(C(=O)Nc3cc(C)on3)no2)cc1OC | -4.2 | -8 | -1 | -13 | 1 | 22 | 8
C[C@H]1CN(S(=O)(=O)c2ccc3c(c2)OCCO3)CCN1S(=O)(=O)c1c(F)cccc1F | -0.2 | -7 | u | 5 | -5 | -16 | 2
CC(=O)N(C(C)=O)n1c(C)nc2sc3c(c2c1=O)CCCC3 | -2.4 | -13 | 3 | 0 | 0 | -4 | x
N#Cc1ccsc1NC(=O)COC(=O)C1=NNC(=O)CC1 | -1.4 | 3 | -8 | -15 | -16 | -10 | x
CN(C[C@H]1N[C@@H](CO)[C@H]1c1ccc(-c2cccc(F)c2)cc1)S(C)(=O)=O | -4.6 | 7 | -11 | 20 | 7 | -10 | u
N#Cc1cccc(NC(=O)c2cc(C3CCCCN3C(=O)c3ccccn3)on2)c1 (stereo not given) | 1.9 | -1 | u | -4 | -5 | 8 | -4
C[C@H](CO)N1C[C@H](C)[C@@H](CN(C)C(=O)Nc2ccc(C(F)(F)F)cc2)Oc2ccc(NS(=O)(=O)c3cccs3)cc2CC1=O | -1.7 | -6 | 3 | 5 | x | -2 | 4[16.7 µM]
CCc1c(-c2ccccc2F)ncn1Cc1cccc(-c2ccccc2)c1 | -0.5 | -15 | 59* | 31 | -4 | 56 | x
Cc1ccc(C(=O)COC(=O)COc2ccccc2C)cc1 | 2.0 | 10 | u | 12 | 1 | -7 | 1
CCc1cc[n+](/C(C(=S)Nc2cccc(C)c2)=C(/[O-])c2ccc(C)c([N+](=O)[O-])c2)cc1 | -0.9 | 11 | x | -10 | -13 | -5 | x
CCC(C)NC(=O)CCC(=O)Nc1ccc2nc(N3CC(C)CC(C)C3)cc(C)c2c1 (stereo not given) | -1.1 | 27 | -2 | -22 | 0 | 14 | 3
CCC(=O)Nc1ccc2c(c1)C(=O)N(C)[C@H]1CC[C@@H](CC(=O)O)O[C@H]1CO2 | -1.3 | 0 | -5 | 1 | -17 | 0 | 2[16.7 µM]
COc1ccccc1C(=O)Nc1sc2c(c1C(N)=O)CCCC2 | -2.1 | x | -1 | -85 | 2 | -20 | 1
O=C(NC1CCCC1)[C@H]1[C@H](CO)[C@H]2Cn3c(ccc(-c4ccccc4)c3=O)[C@@H]1N2 | 2.4 | 16 | 7 | -6 | x | x | x
O=C(C1=C[C@H](C2CC2)C[C@H](OCCCCO)O1)N1CCCC1 | -3.7 | x | -1 | -37 | x | -16 | x
CCN(C(=O)Nc1ccccc1)c1ccccc1 | x | 10 | x | x | -4 | -20 | -4
Cc1ccc(C(=O)NCCn2c(N)c(C#N)c3nc4ccccc4nc32)cc1 | x | -10 | x | x | -11 | 0 | -2
O=C(c1ccc(S(=O)(=O)NCC2CCCO2)cc1)N1CCN(c2cccc(Cl)c2)CC1 (stereo not given) | 16* | -19 | -1 | 13 | -5 | 16 | x
COc1ccc(/C=N/n2c(C)nc3ccccc3c2=O)cc1OC | 1.4 | -11 | -3 | -24 | 2 | -28 | 8
The listing continues:
SMILES | CFTR F508del cor | GSIS activator | DENV2 CPE rescue | EWS-Fli block | FN deposit inh | PAX8 inh HTS | miR122 inh
CC(C)NC(=O)Nc1ccc2c(c1)CC(=O)N([C@H](C)CO)C[C@@H](C)[C@@H](CN(C)Cc1ccccc1)O2 | 0.0 | 10 | 18 | 13 | x | 18 | 2[16.7 µM]
O=C1NC[C@H](CCCCN2C[C@H](Cc3ccc(O)cc3)N(CCc3ccccc3)C(=O)C2=O)N(Cc2ccccc2)C1=O | -0.9 | -5 | -9 | -3 | -4 | -20 | x
Cc1noc(C)c1S(=O)(=O)Nc1ccc2c(c1)CC(=O)N([C@@H](C)CO)C[C@@H](C)[C@@H](CN(C)S(C)(=O)=O)O2 | 0.7 | 13 | -3 | 3 | x | -31 | 0[16.7 µM]
CCCCC(c1nnnn1CCOC)N1CCN(Cc2ccccc2)CC1 (stereo not given) | x | x | x | x | 0 | 11 | -4
O=C(Cn1nc(-c2ccccc2Cl)ccc1=O)Nc1ccccc1-c1ccccc1 | -3.2 | -6 | -7 | -4 | 4 | 1 | -4
C[C@H](CO)N1C[C@H](C)[C@H](CN(C)S(=O)(=O)c2ccc(F)cc2)Oc2ccc(NC(=O)Nc3ccc(F)cc3)cc2CC1=O | -1.5 | -12 | u | -15 | x | x | -4[16.7 µM]
Cc1noc(C)c1NC(=O)N(C)C[C@@H]1Oc2ccc(NS(=O)(=O)c3ccccc3)cc2C(=O)N([C@@H](C)CO)C[C@H]1C | 2.1 | 13 | -10 | -7 | x | -13 | 7[16.7 µM]
CCOc1ccc(S(=O)(=O)NCCC(=O)NCC(C)(C)N2CCOCC2)cc1 | -2.5 | 33 | -9 | -7 | 9 | -4 | x

Structures from the list above with a furan ring, fused or not, in the order listed:
SMILES | CFTR F508del cor | GSIS activator | DENV2 CPE rescue | EWS-Fli block | FN deposit inh | PAX8 inh HTS | miR122 inh
CC(=O)c1ccccc1OC(=O)c1ccc([N+](=O)[O-])o1 | 1.5 | -8 | -3 | 0 | 6 | 15 | 3
Cc1ccc(NC(=O)c2ccco2)c(NC(=O)COc2ccccc2)c1 | -0.9 | 5 | 8 | -27 | -8 | 21 | 5
COC(=O)c1ccc(Cn2c(C)c(C(=O)NCc3ccco3)sc2=O)o1 | -3.6 | -5 | 10 | 7 | -2 | 10 | -4

An excerpt from above in order of their number in CFTR F508del cor, ascending:
compound	CFTR F508del cor	GSIS activator	miR122 inh
CCOc1ccc(S(=O)(=O)NCCC(=O)NCC(C)(C)N2CCOCC2)cc1	-2.5	33	x
Cc1noc(C)c1S(=O)(=O)Nc1ccc2c(c1)CC(=O)N([C@@H](C)CO)C[C@@H](C)[C@@H](CN(C)S(C)(=O)=O)O2	0.7	13	0[16.7 µM]
Cc1noc(C)c1NC(=O)N(C)C[C@@H]1Oc2ccc(NS(=O)(=O)c3ccccc3)cc2C(=O)N([C@@H](C)CO)C[C@H]1C	2.1	13	7[16.7 µM]
